# High-throughput results (PubChem BioAssay)
# TNAP inh pNP: human TNAP inhibition, p-nitrophenol detection | 21,000 tested, under 10 active | purified TNAP, pNPP hydrolysis, absorbance 405 nm | P05186 | inhibition, % at 20 µM;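 further: 0% = DMSO only wells and 100% = 1 mM levamisole wells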
# Target sequence (P05186 whole entry, looked up): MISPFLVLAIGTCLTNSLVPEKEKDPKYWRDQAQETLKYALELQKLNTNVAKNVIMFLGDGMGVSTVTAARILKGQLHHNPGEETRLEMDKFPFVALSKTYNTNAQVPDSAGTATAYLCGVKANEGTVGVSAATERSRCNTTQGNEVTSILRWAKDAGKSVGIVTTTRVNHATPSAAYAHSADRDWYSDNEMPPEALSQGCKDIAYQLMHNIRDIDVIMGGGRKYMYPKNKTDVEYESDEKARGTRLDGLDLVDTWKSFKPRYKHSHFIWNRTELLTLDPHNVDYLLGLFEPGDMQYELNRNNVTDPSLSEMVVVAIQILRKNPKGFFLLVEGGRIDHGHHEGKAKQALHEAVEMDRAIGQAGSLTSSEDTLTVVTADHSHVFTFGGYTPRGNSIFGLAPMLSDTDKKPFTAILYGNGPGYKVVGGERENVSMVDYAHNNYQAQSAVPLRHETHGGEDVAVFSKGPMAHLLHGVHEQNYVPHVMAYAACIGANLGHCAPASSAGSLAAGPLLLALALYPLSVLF
# TNAP Pi inh: inhibitors of human tissue-nonspecific alkaline phosphatase. inhibition, % at 20 µM. P05186. purified TNAP, pNPP, malachite green phosphate absorbance. 21,000 tested, under 10 active
# Active calls of the source: *.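 How the source made its calls: active means inhibition above 50% at the 20 µM single-dose screen; inactive means the rest.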 These rows are one share of the data, so the mix of outcomes need not match the whole.
SMILES,TNAP inh pNP,TNAP Pi inh
COc1ccc(C(=O)Nc2cccc(C)c2)cc1,5,10
Cc1ccc2cccc(S(=O)(=O)NC3CCS(=O)(=O)C3)c2n1 (centres undefined),0,0
COc1ccc(C(=S)N2CCCC2)cc1C,-6,-3
CCN(CC)S(=O)(=O)c1cccc(C(=O)N2CC(O)CC2C(=O)O)c1 (centres undefined),8,-1
COc1cc(OC)cc(C(=O)N2CCN(Cc3cccc(F)c3)CC2)c1,-1,3
Cc1ccc(S(=O)(=O)Cn2nnnc2C(C(C)C)N2CCSCC2)cc1 (centres undefined),7,10
CS(=O)(=O)c1sc2nc(-c3cccs3)cc(-c3ccccc3)c2c1N,1,10
O=C(NCc1ccc(F)cc1)C1CCCN(C(=O)Nc2ccccc2)C1 (centres undefined),5,20
Cc1csc(NC(=O)CSc2nnc(-c3ccoc3C)o2)n1,3,8
CCOC(=O)C1=C(C)NC(=O)NC1c1ccc(Cl)cc1Cl (centres undefined),1,4
Cc1ccc(-c2cc(-c3ccccc3)c(C#N)c(N)n2)o1,2,-19
O=C(Oc1ccc2ccc(=O)oc2c1)N1CCOCC1,-3,-2
COc1ccc(N2CCN(CC(O)c3c[nH]c4ccc(OC)cc34)CC2C)cc1 (centres undefined),5,10
CCC(C)c1ccc(O)c(NC(=O)c2cncc(Br)c2)c1 (centres undefined),6,13
CCOc1ccc2nc(SCC(=O)Nc3ncccn3)[nH]c2c1,0,0
COc1ccc(C(=O)N2CCN(Cc3cc(OC)c(O)c(OC)c3)CC2)cc1OC,2,-2
O=C(c1cccc(S(=O)(=O)N2CCCC2)c1)c1cccc(S(=O)(=O)N2CCCC2)c1,5,6
N=c1c2c3c(sc2ncn1CCN1CCOCC1)CCCC3,-8,-2
Cn1c(=O)c(C(=O)NCCO)c(O)c2ccccc21,-9,-1
CCOC(=O)[C@H]1CCC[C@@H](NS(=O)(=O)c2ccc(NC(C)=O)cc2)C1,3,7
Cc1ccc(CCC(=O)Nc2nccs2)o1,1,6
CC1(C)NC(=O)N(CC(O)COc2ccccc2C(=O)Nc2ccccc2)C1=O (centres undefined),-1,-4
COc1ccc(NC(=O)CN2CCC(C)CC2)cc1,6,-4
COc1ccc(S(=O)(=O)N[C@@H](Cc2ccccc2)C(=O)N2CC[C@@]3(O)CCCC[C@H]3C2)cc1,6,4
Cc1nc(=O)c(-c2ccccc2)c(C)n1-c1ccccc1C(=O)O,2,11
O=c1[nH]cc(COCc2ccccc2)c(=O)[nH]1,3,2
O=C(Nc1nc(-c2ccc(S(=O)(=O)N3CCCC3)cc2)cs1)c1ccco1,4,8
CCOC(=O)C1C(=O)CC(C)(O)C(C(=O)OCC)C1c1cc(Br)ccc1OC (centres undefined),3,0
Fc1ccccc1N1CCN(Cc2nc(-c3ccccc3)no2)CC1,6,9
S=C(N=Nc1ccccc1)NNc1ccccc1,4,9
CC(=O)c1ccc(S(=O)(=O)N(Cc2cc3cc4c(cc3[nH]c2=O)OCCO4)CC2CCCO2)cc1 (centres undefined),-9,-2
Cc1nc(N2CCCC2C(=O)O)c2oc3ccccc3c2n1 (centres undefined),3,11
CC(=O)Oc1ccc2c(C)cc(=O)[nH]c2c1,6,0
COCCn1c(-c2cc(OC)c(OC)c(OC)c2)nc2oc3ccccc3c(=O)c2c1=O,-6,3
COc1ccc(-c2nnc(SCc3ccccc3F)o2)cc1OC,0,0
Cc1cccc(OCC(O)Cn2c(-n3nc(C)cc3C)nc3c2c(=O)[nH]c(=O)n3C)c1 (centres undefined),5,9
Cc1ccccc1OCC(=O)NCCN1CCCC1,-1,16
O=C(CSc1nc2ccccc2o1)NCCOc1ccccc1,-1,5
CCC(C)(C)NC(=O)C(c1ccc(F)cc1)N(Cc1ccco1)C(=O)CCC(=O)Nc1ccccn1 (centres undefined),-1,2
Cc1oc(/N=C/c2ccccc2O)c(C#N)c1C,-4,-1
O=C(Nc1cccnc1)c1c(O)c2cccc3c2n(c1=O)CC3,-11,-2
Cn1c[n+](C)cc1/C=N/O,0,6
COC(=O)C1=C(N)Oc2cc(C)n(CCCn3ccnc3)c(=O)c2C1c1cccc(Cl)c1 (centres undefined),7,14
c1ccc(-c2nnc3sc(-c4cc5ccccc5o4)nn23)cc1,-3,5
CC(=O)c1c(C)[nH]c(C(=O)OCC(=O)Nc2ncc(Cl)c(C)c2Cl)c1C,5,10
COc1cccc(NC(=O)N2CCCC(C(=O)Nc3ccccc3OC)C2)c1 (centres undefined),7,8
O=C(OCC1COc2ccccc2O1)c1ccccc1F (centres undefined),0,7
Cc1ccc(C23CC4CC(CC(NC(=O)N5CCN(C)CC5)(C4)C2)C3)cc1,6,8
COc1ccc(OCc2nnc(SCC(=O)NCc3ccco3)o2)cc1,-5,9
CC(C)(C)OC(=O)N[C@@H](Cc1ccccc1)c1nnc(S(=O)(=O)Cc2cccc(F)c2)o1,1,14

# New compounds follow.
SMILES,TNAP inh pNP,TNAP Pi inh
NC(N)=NC(=O)c1nc(Cl)c(N)nc1N,2,6
CN(C)c1ccc(C=Nc2ccccc2C(N)=O)cc1,5,-5
O=C(NCCC1=CCCCC1)c1ccc(Cl)c(S(=O)(=O)N2CCOCC2)c1,1,12
C=CCn1c(SCC(=O)Nc2ccc3c(c2)OCO3)nnc1-c1cc(Br)ccc1O,1,10
CC(C)(C)NC(=O)CSc1nnc(CN2CCCCCC2=O)n1-c1ccccn1,6,8
CN1CCN(CC(=O)N(C)c2nc(-c3ccccc3)cs2)CC1,-8,-1
Cc1ccc(C)c(-n2c(SCC(=O)Nc3nonc3C)nnc2-c2ccoc2C)c1,3,12
Brc1c(OCCOCCn2cncn2)ccc2ccccc12,8,12
COc1cc(/C=N\n2nnnc2N)ccc1OCc1ccc(F)cc1,3,7
COc1cccc(-c2nc(N3CCC(C)CC3)c3ccccc3n2)c1O,3,10
COCCn1c(SCC(=O)c2ccc(CNC(C)=O)o2)nc2ccccc2c1=O,3,12
Cc1ccccc1NC(=O)CSc1nc2c(c(-c3ccco3)c1C#N)CCCC2,0,6
CCCNS(=O)(=O)c1ccc(CCC(=O)NCC2CCCO2)cc1 (centres undefined),2,10
COc1ccccc1NS(=O)(=O)c1ccc(C)c(C(N)=O)c1,6,-12
O=C(CN1C(=O)CCC1=O)Nc1ccc(S(=O)(=O)N2CCOCC2)cc1,5,14
COc1cc(NC(=O)C2CC(=O)NC3=C2C(=O)CC(C)(C)C3)c(OC)cc1Cl (centres undefined),5,14
COc1ccc(-c2nnc3sc(-c4c(OC)cccc4OC)nn23)cc1,0,5
O=c1[nH]c2ccccc2n1C1=CCCC1,-5,0
O=C(c1cc2ncc(Br)cn2n1)N1CCOCC1,0,8
O=C1c2ccccc2C(=O)N1Cc1nc2ccccc2c(=O)n1Cc1ccco1,2,9

# Copied from the list:
# For TNAP inh pNP, O=c1[nH]c2ccccc2n1C1=CCCC1 is entered as -5
# For TNAP Pi inh, COCCn1c(SCC(=O)c2ccc(CNC(C)=O)o2)nc2ccccc2c1=O is entered as 12
# For TNAP inh pNP, COc1ccc(-c2nnc3sc(-c4c(OC)cccc4OC)nn23)cc1 is entered as 0
# For TNAP Pi inh, COc1cc(NC(=O)C2CC(=O)NC3=C2C(=O)CC(C)(C)C3)c(OC)cc1Cl (centres undefined) is entered as 14
# For TNAP Pi inh, COc1ccccc1NS(=O)(=O)c1ccc(C)c(C(N)=O)c1 is entered as -12
# For TNAP inh pNP, O=C(CN1C(=O)CCC1=O)Nc1ccc(S(=O)(=O)N2CCOCC2)cc1 is entered as 5
# For TNAP inh pNP, CCCNS(=O)(=O)c1ccc(CCC(=O)NCC2CCCO2)cc1 (centres undefined) is entered as 2

# (next part)
SMILES,TNAP inh pNP,TNAP Pi inh
COc1ccc(CC(=O)Nc2cccc(C(=O)O)c2C)cc1,1,-1
COc1cccc(-c2nnc3sc(C4CCCCC4)nn23)c1,3,7
Cc1noc(NS(=O)(=O)c2ccc(NC(=O)COc3ccccc3)cc2)c1C,7,8
CC(=O)Nc1cc2c(cc1NC(=O)Cn1nc(-c3ccccc3F)ccc1=O)OCCO2,6,8
Cc1ccc(N(C(C)C(=O)N2CCC(C)CC2)S(C)(=O)=O)cc1C (centres undefined),-8,-4
CCc1nc(SCCO)c2oc3ccccc3c2n1,-4,0
CCN1CCc2c(C#N)c(NCc3ccccc3)nc(NCCO)c2C1,3,5
c1ccc(CSc2nnc(SCc3ccccn3)s2)nc1,4,7
CCOC(=O)CNC(=O)c1ccccc1Br,1,5
O=C(O)CCc1ccc(-c2ccc(Cl)cc2)n1Cc1ccco1,7,6

# Record cards, from the list above. Order of screens: TNAP inh pNP	TNAP Pi inh
# Cc1noc(NS(=O)(=O)c2ccc(NC(=O)COc3ccccc3)cc2)c1C in the list: 7	8
# CCOC(=O)CNC(=O)c1ccccc1Br in the list: 1	5
# CCN1CCc2c(C#N)c(NCc3ccccc3)nc(NCCO)c2C1 in the list: 3	5
# COc1ccc(CC(=O)Nc2cccc(C(=O)O)c2C)cc1 in the list: 1	-1

# Further structures.
SMILES,TNAP inh pNP,TNAP Pi inh
COc1ccc(OC)c(NC(=O)Cn2cc(C(=O)c3ccco3)c3ccccc32)c1,4,-10
CCN1C(=O)/C(=C\N2CCN(c3cccc(Cl)c3)CC2)SC1=S,6,-8
O=C(Nc1ccccc1Oc1ccccc1)c1ccc(Br)o1,0,4
Cc1nn(-c2ccccc2)c2[nH]c(=O)c(CNCC3CCCO3)cc12 (centres undefined),-3,3
O=CN1CCN(C(=O)CN2C(=O)c3ccccc3C2=O)CC1,1,6
Cc1cc(-c2nnc(SCC(=O)N3C(C)CCCC3C)o2)no1 (centres undefined),5,22
CCOC(=O)Cn1nnc(-c2ccc(S(C)(=O)=O)cc2)n1,4,4
[O-][N+]1=C(c2cccs2)CN(O)C1,-1,-15
[O-][n+]1onc2c1CCc1c-2nc(-c2ccccc2)n1OCc1ccccc1,3,8
C=CCn1c(CC(=O)Nc2cccc(OC)c2)nnc1SCC(=O)NC1CCCCC1,2,-6
CCn1cc(C(=O)O)c(=O)c2cc(F)c(N3CCNCC3)cc21,4,11
CC(=O)c1ccc(N2CCCCCC2)c(F)c1,1,8
CCc1cc(=O)oc2cc(C)c(CN3CCCC3)c(O)c12,1,4
CN(C)CCN1CC(C(=O)O)CC1=O (centres undefined),1,10
COc1ccc(OC)c(C(=O)c2oc3ccccc3c2NC(C)=O)c1,-2,10
Cc1cn([C@H]2C[C@H](N=[N+]=[N-])[C@@H](CO)O2)c(=O)[nH]c1=O,5,10
Cc1noc(C)c1COC(=O)c1cccc(S(=O)(=O)N2CCCCCC2)c1,7,18
CCNc1nc(Oc2ccc(=O)[nH]n2)nc(SC)n1,0,6
Cc1onc(-c2ccccc2)c1C(=O)N1CCN(S(=O)(=O)c2ccc3c(c2)OCCO3)CC1,7,8
CCCSc1nc(C)c(CC(=O)O)c(=O)[nH]1,7,8
O=C(c1ccccc1)N(Cc1cccs1)C1CCS(=O)(=O)C1 (centres undefined),8,-3
Cc1cc2c(ccc3[nH]onc32)n1,5,13
Cc1cccc(NC(=O)CSc2nnc(-c3ccc(S(=O)(=O)N4CCOCC4)cc3)n2C)c1,-3,6
O=C(NCc1ccccn1)c1ccc(COc2ccc(Cl)cc2)o1,2,14
COc1ccccc1C1CC(c2ccc(Cl)cc2)Nc2ncnn21 (centres undefined),1,5
COc1ccc(OC)c(CN(CCCN2CCOCC2)S(=O)(=O)c2ccc(NC(C)=O)cc2)c1,4,1
CN(CC(=O)N1CCCC1)S(=O)(=O)c1cc(Cl)ccc1Cl,8,-2
CN(C)S(=O)(=O)c1cc(C(=O)NCC2CCCO2)c(Cl)cc1Cl (centres undefined),6,14
CCOc1nc(Oc2cccc(C(=O)O)c2)nc(Oc2cccc(C(=O)O)c2)n1,1,6
CC(CN1c2ccccc2Sc2ccccc21)N(C)C (centres undefined),6,8
Nc1n[nH]c(-c2ccc(Br)cc2)c1Cl,6,4
Cc1cc(C)c2c(n1)nn1c(NCCCN(C)C)cc(C)nc21,4,13
NC(=O)c1nsc(C(=O)N(CC(=O)NCc2ccc3c(c2)OCO3)C2CCCC2)c1N,-8,-3
CC(C)(C)NC(=O)Cn1c(SCC(=O)NCc2cccs2)nc2ccccc21,6,-3
COc1cc(C(=O)OCCN2CCCCC2)ccc1O,0,0
Cc1c(C)c2ccc(OCc3ccc(C(=O)O)o3)c(C)c2oc1=O,4,10
Cn1c(=O)[nH]c(=O)c2c1nc(NCc1ccccc1)n2CCCc1ccccc1,2,8
N#CC1=C(N)Oc2n[nH]c(-c3cccs3)c2C1c1ccsc1 (centres undefined),0,0
CCC(=O)NC1(C(F)(F)F)C(=O)Nc2c1c(=O)[nH]c(=O)n2Cc1ccco1 (centres undefined),5,9
COC(=O)c1oc2c(c1C)C1(CCC2)SCCS1,4,8
CN1/C(=C\C(=O)c2cccs2)Sc2ccccc21,-6,8
Cn1cnc2c1c(=O)n(CC(O)CO)c(=O)n2C (centres undefined),4,10
CC(=O)Nc1ccc(NC(=O)CNS(=O)(=O)c2ccc(C)cc2)cc1,5,-12
O=C(Oc1ccc(OC(=O)N2CCCCC2)cc1)c1ccccc1,6,-12
CN(CCO)C(=O)CCC(=O)Nc1ccc(S(N)(=O)=O)cc1,0,11
CCC(=O)c1ccc(OCC(O)CN2CCOCC2)cc1 (centres undefined),0,0
CCC(C)[C@H](NC(=O)NCc1ccco1)C(=O)O (some centres undefined),2,-21
COC(=O)c1c(N)n(-c2ccc(NC(C)=O)cc2)c2nc3ccccc3nc12,0,-12
CC(=O)CCn1c(=O)n(CCC(C)=O)c(=O)n(CCC(C)=O)c1=O,0,-1
COc1ccc(OC)c(C2C(C#N)=C(N)Oc3cc(C)[nH]c(=O)c32)c1 (centres undefined),1,5

# Quoted at random: two records from the list.
SMILES,TNAP inh pNP,TNAP Pi inh
CN1/C(=C\C(=O)c2cccs2)Sc2ccccc21,-6,8
COc1ccc(OC)c(C2C(C#N)=C(N)Oc3cc(C)[nH]c(=O)c32)c1 (centres undefined),1,5
